# Screens: PubChem, National Center for Advancing Translational Sciences (NCATS)
# HT1080-NT tox: kills 2HG-producing HT-1080-NT fibrosarcoma cells | HT-1080-NT fibrosarcoma viability, CellTiter-Glo ATP luminescence, 48 h | Potency, µM (series often up to 46.1 µM), for the others: at the highest dose activity, negative = less viability, actives largely listed as cytotoxic | 360,000 tested, 1.6% active;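 further: NT is the 2HG producing partner of a matched IDH1 knockdown line; potency means the concentration at half of the fitted maximal effect; 0% = DMSO-treated cells and -100% = media-only wells without cells; nearly all actives have a fitted effect of over 55% in size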
#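 Fibrosarcoma NT cells, 750 per well in 5% FBS RPMI, were exposed to compound for 48 hours. Viability: CellTiter-Glo luminescence.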
# ATXN viability: viability counter-screen for ATXN expression inhibitors; Potency, µM (highest dose often 56.7 µM), usual class: cytotoxic; S2 cells (HEK-293 line with an ATXN2-luciferase reporter) viability, CellTiter-Fluor protease fluorescence, 24 h; 400,000 tested, 0.49% active; further: potency means the concentration at half of the fitted maximal effect; nearly all actives have a fitted effect of over 40% in size
# ATXN2 expr inh: reduces ATXN2 reporter expression in HEK-293 cells; HEK-293 ATXN2-luciferase reporter, luminescence, 24 h; Potency, µM (top dose mostly 57 µM), inactives show top-dose activity change, negative = inhibition, hits mostly inhibitors; 360,000 tested, 0.72% active; AID 1745845; further: potency means the concentration at half of the fitted maximal effect; on the % scale 0 is the no-effect control and ±100 the full control effect; nearly all actives have a fitted effect of over 55% in size
#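 qHTS (up to 57 uM final) was run with 24 h compound exposure of reporter cells at 37 °C. Each well was multiplexed: SteadyGlo luminescence measured ATXN2-luciferase expression after a fluorogenic Gly-Phe-AFC viability readout (25 uM final).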
# HepG2 viability: counter-screen for TGF-b inhibitors: cytotoxicity in HepG2 cells. HepG2 CAGA-GFP viability, ATP luminescence, 18 h. Potency, µM (highest dose often 46.1 µM), inactives show top-dose activity change, negative = cytotoxicity, hits mostly cytotoxic. 410,000 tested, 0.76% active; further: potency means the concentration at half of the fitted maximal effect; some results filed as inactive show a strong effect at the top dose
#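 HepG2 CAGA-GFP cells (1000/well, DMEM with 1% FBS) received compound, then TGF-beta at 500 pg/mL final, and were incubated 18 hours at 37 degrees C. Viability was read by CellTiter-Glo luminescence. Media-only wells were set as complete cell-killing and DMSO as no toxicity.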
# KB-3-1 tox: kills parental KB-3-1 adenocarcinoma cells; KB-3-1 viability, CellTiter-Glo ATP luminescence, 72 h; Potency, µM (top dose mostly 46.1 µM), inactives show at the highest dose activity change, negative = cytotoxic, hits mostly cytotoxic; 400,000 tested, 1.4% active; AID 1347075; further: potency means the concentration at half of the fitted maximal effect; on the % scale 0 is the no-effect control and ±100 the full control effect; nearly all actives have a fitted effect of over 60% in size
#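 Using CellTiter-Glo luminescence, growth of non-resistant KB-3-1 adenocarcinoma cells is assessed 72 h after pin-tool compound addition at 37 °C. Normalized responses across the concentration series yield fitted curves.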
# MCF10A rereplic: induces DNA re-replication in MCF 10a normal breast cells; MCF 10A DNA re-replication, Hoechst nuclear intensity, 48 h; Potency, µM (series often up to 46.1 µM), for inactives: at the top dose activity, positive = re-replication, actives largely listed as activators; 350,000 tested, 2.9% active; AID 624296; further: potency means the concentration at half of the fitted maximal effect; % of control where 0% means no effect; nearly all actives have a fitted effect of over 50% in size
# HT1080 IDH1KD tx: HT-1080 IDH1 knockdown cell toxicity (counter line) | HT-1080 IDH1 knockdown viability, ATP luminescence, 48 h | 360,000 tested, 2% active | Potency, µM (highest dose often 46.1 µM), inactives show at the highest dose activity, negative = toxicity, actives largely listed as cytotoxic;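 further: potency means the concentration at half of the fitted maximal effect; 0% = DMSO wells and -100% = cell-free medium wells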
#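 Assay cells: HT-1080 with IDH1 knockdown, 750 per well, RPMI/5% FBS. Exposure: 48 h at 37 °C following 2 h pre-incubation. Read: CellTiter-Glo luminescence; fitted concentration-response, curve class assigned.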
# IL-1B inflam inh: inflammasome signaling inhibition, IL-1 beta readout. THP-1 LPS/ATP IL-1B secretion, AlphaLISA, 16 h; stronger effect = lower value. activity change, % at 57.5 µM. 360,000 tested, 4.7% active; in the data active means activity change below about -50%; inconclusive means mostly about -30% to -49%; further: on the % scale 0 is the no-effect control and ±100 the full control effect
#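 THP-1 cells pretreated 1 hr with compounds (up to 57.5 uM final), then stimulated with LPS (250 ng/mL final) plus ATP (1.25 mM final); secreted IL-1B measured by AlphaLISA after 16 hr, decreased signal indicating inhibition.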
# SW480 rerep: induces DNA re-replication in SW480 colon adenocarcinoma cells. Potency, µM (titrated, usually from 46.1 µM), for inactives: at the top dose re-replication activation, actives largely listed as activators. 340,000 tested, 1.8% active. SW480 DNA re-replication, Hoechst DNA content imaging, 48 h. AID 624297; further: potency means the concentration at half of the fitted maximal effect; % of control where 0% means no effect; nearly all actives have a fitted effect of over 55% in size
#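 Quantitative HTS format with DMSO vehicle controls; 48 hr drug incubation at 37 C, then 40 min Hoechst staining and scanning imager measurement at 405 nm excitation.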
# Starred values were filed as active, the others as inactive; i = inactive; ? = inconclusive; . = not tested or not shown; [ ] = another dose, or the depositor's remark. Unless noted, the call rests on the fitted dose curve; in most records, active means well fitted curve in the direction sought with a large enough effect; inconclusive means small, poorly fitted or top-dose-only effect, or another doubt; inactive means no such curve, though single readings can be large; an effect the other way counts as inactive or inconclusive.
# Values run as follows: HT1080-NT tox | ATXN viability | ATXN2 expr inh | HepG2 viability | KB-3-1 tox | MCF10A rereplic | HT1080 IDH1KD tx | IL-1B inflam inh | SW480 rerep
> Cc1ccc(C)c(N2CCN(C3CCCCC3NS(=O)(=O)c3ccccc3)CC2)c1 (stereo not given)
  9% | i | -14% | -16% | 16µM* | ? | 0% | 150 | 27%
> COc1ccc2nc(SCC(=O)NC3CCCc4ccccc43)[nH]c2c1 (stereo not given)
  -2% | ? | 1% | -4% | ? | -1% | -15% | -6 | -2%
> O=C(NCC1COc2ccccc2O1)c1c[nH]c2ccc(S(=O)(=O)N3CCOCC3)cc2c1=O (stereo not given)
  -3% | i | 1% | 8% | -17% | -6% | -7% | -4 | 1%
> COc1ccc(CCn2c(=N)c(C(=O)NCCN3CCOCC3)cc3c(=O)n4ccccc4nc32)cc1OC
  ? | i | 4% | -11% | 13% | 5% | 0% | -29 | -8%
> CCOC(=O)c1c(NC(=O)COC(=O)CNC(=O)c2ccco2)sc(C(C)=O)c1C
  10% | i | 3% | -5% | 7% | 12% | 8% | -1 | -1%
> CC1=C(C(=O)Nc2ccccc2)C(c2ccc(C(=O)O)cc2)n2ncnc2N1 (stereo not given)
  . | i | 17% | -1% | 7% | . | . | . | .
> O=C(Nc1ccc(F)c(Cl)c1)c1cc(C2CCCCN2C(=O)c2ccc3c(c2)CCO3)on1 (stereo not given)
  -5% | i | -4% | -5% | 0% | . | 0% | -21 | .
> CCC(CC)c1nn2c(=O)cc(COc3ccc(NC(=O)c4cccc(C)c4)cc3)nc2s1
  . | i | 13% | 9% | -13% | . | . | . | .
> CC(=O)C(Cc1cccc(F)c1)(Cc1cccc(F)c1)C(C)=O
  0% | i | . | 4% | -4% | ? | -8% | -13 | 7%
> O=C(Nc1ccc(NC(=O)C2CCCCC2)nc1)c1ccccn1
  -2% | i | 46%[activator] | -25% | 0% | -7% | -5% | -12 | 26%
> Cc1n(N)c2ccccc2[n+]1CC(=O)c1ccccc1
  7% | i | -13% | 0% | -10% | 11% | -3% | -4 | -5%
> O=C(N/N=C/C=C\c1ccco1)c1ccccn1
  ? | i | 38% | -1% | -7% | ? | -20% | -5 | -2%[9.22 µM]
> Cn1c(SC(C(=O)Nc2ccc(F)cc2)c2ccccc2)nc2ccccc21 (stereo not given)
  -29% | ? | . | -5% | -11% | 15% | ? | ? | ?
> Cc1ccc(C(=O)OCC(=O)N(C)C2CCS(=O)(=O)C2)cc1S(=O)(=O)N1CCCCC1 (stereo not given)
  0% | i | 15% | -25% | -2% | 1% | 7% | 6 | -3%
> Cc1csc(SCC(=O)Nc2cc(F)ccc2C)n1
  11% | i | . | -21% | 0% | . | 6% | 17 | .
> Clc1nnc(NC2CCCCC2)c(Cl)c1Cl
  4% | i | . | 1% | 0% | . | 2% | 28 | .
> Cc1ccc(NC(=O)Nc2ccc3snnc3c2)cc1C
  . | i | -20% | -32% | 4% | . | . | . | .
> C/C(=N\NC(=O)CO/N=C(\C)c1cccs1)c1ccc(N)cc1
  1% | i | -2% | -4% | 9% | 4% | 0% | 19 | -2%
> CC1CC(C)CN(S(=O)(=O)c2cc(C(=O)O)c(Cl)s2)C1 (stereo not given)
  6% | i | -8% | 1% | 5% | -2% | 0% | 18 | -5%
> Nc1nc2c(s1)C(=O)CCC2
  27% | i | -16% | -2% | 20% | -1% | 13% | 11 | 3%
> O=C(COC(=O)c1cccc(F)c1)NC(=O)NC1CCCC1
  6% | i | . | -5% | 5% | -3% | 1% | 7 | -4%
> O=C(CN1C(=O)NC2(CCc3ccccc32)C1=O)c1ccc(F)cc1 (stereo not given)
  0% | i | -3% | 2% | 0% | 0% | 11% | -7 | -1%
> CN(C)CCN(Cc1ccco1)C(=O)c1cc2c(Cl)nc3ccccc3c2s1
  ? | ? | -31% | -40% | ? | ? | ? | -84* | ?
> COc1ccc(CNc2cc(-c3ccc(OC)cc3)nc3nncn23)cc1
  . | ? | ? | -21% | -7% | . | . | . | .
> CCCCCOC(=O)Cn1c(=O)c2c(nc(N3CCOCC3)n2C)n(C)c1=O
  -1% | i | -8% | -1% | -10% | 20% | -2% | 34 | -17%
> Cc1cc(C)n2nc(SCC(=O)N/N=C/c3ccc(F)cc3)nc2n1
  3% | i | -14% | -32% | 15% | -4% | -3% | 40 | -6%
> O=C1C(Cl)=C(NCC2CCCO2)C(=O)N1CCc1ccccc1 (stereo not given)
  -1% | i | 28% | -4% | -9% | 17% | 16% | -6 | -2%
> CC(=O)Nc1ccc(S(=O)(=O)NC(C)c2ccccc2)cc1 (stereo not given)
  10% | i | -13% | -5% | -1% | ? | 22% | 17 | -2%
> CCOC(=O)C1=C(CC)Nc2ccccc2N=C1NC(=O)Nc1ccc(Cl)c(Cl)c1
  ? | ? | ? | -36% | ? | 6.5µM* | ? | -74* | ?
> COc1cc2nc(CN(C)CC(=O)Nc3ccc(N4CCOCC4)cc3)[nH]c(=O)c2cc1OC
  7% | i | 5% | 5% | 26% | -3% | 6% | -11 | 4%
> CN(C)S(=O)(=O)c1cccc(C(=O)OCC(=O)Nc2ccc3c(c2)OCCO3)c1
  0%[9.24 µM] | i | -7% | -2% | 0% | 1% | 1% | -11 | -23%
> COc1ccc(CNC(=O)COc2cc(=O)n(C)c3ccccc23)cc1
  20% | i | 15% | 8% | 8% | 0% | 16% | 24 | -3%
> N#C/C(=C/c1ccc(-c2ccccc2)o1)c1nc(-c2cccs2)cs1
  -1% | i | 31%[activator] | -26% | 0% | ? | 1% | 0 | 4%
> CCn1c2ccccc2c2cc(/C=N/NC(=O)c3cccc(C)c3)ccc21
  -4% | i | ? | -43% | ? | 5.8µM* | ? | 47 | ?
> O=C(Cn1nnc2ccccc2c1=O)NC1CCCCC1
  -2% | i | 40%[activator] | 2% | -1% | -3% | 1% | 22 | -2%
> COc1ccc(/C(O)=C/C(=O)C(=O)NNC(=O)c2ccccc2)cc1
  4% | i | 31%[activator] | -8% | 7% | 0% | 1% | 8 | ?
> CCc1ccccc1NC(=O)CSc1nnc([C@@H](N)Cc2ccccc2)o1
  3% | i | 3% | 14% | 3% | 1% | 8% | 3 | 2%
> O=C(NCc1ccccc1F)C1CCN(C(=O)c2sccc2-n2cccc2)CC1
  -1% | i | . | -7% | 0% | 0% | -11% | 5 | 0%
> COc1ccccc1CCNC(=O)C(C)n1nc(C)c2c(C)n(-c3ccccc3)nc2c1=O (stereo not given)
  -5% | i | -30% | -12% | -1% | 11% | -10% | 4 | 13%
> COc1cccc(NC(=O)N2CCCC2C(=O)NC2CC2)c1 (stereo not given)
  -1% | i | 8% | 15% | 1% | -5% | 0% | 0 | -2%
> CC(C)CC(=O)NC(=S)Nc1ccc(N2CCOCC2)c(Cl)c1
  -7% | i | -13% | -11% | -3% | ? | -12% | 8 | 24%
> Cc1cccc(C)c1-n1nnnc1SCSc1nnnn1-c1c(C)cccc1C
  6% | i | -11% | 1% | 0% | -6% | ? | 9 | -3%
> O=C(C[C@@H]1C=C[C@H](NC(=O)Cc2ccccn2)[C@@H](CO)O1)NCCc1ccccc1
  20% | . | . | . | ? | . | 18% | -98* | .
> Cc1ccc(-c2nc3ccccc3nc2Cl)cc1
  -2% | i | 30% | -8% | -2% | -1% | -4% | 5 | -2%
> Cc1cc(N2CCOCC2)nc(SCc2ccc(Cl)cc2Cl)n1
  -8% | i | 9% | 2% | -14% | 7% | 7%[9.24 µM] | -14 | -7%
> O=C(OCc1nnc(-c2ccccc2)o1)c1cc(S(=O)(=O)N2CCOCC2)c(Cl)cc1Cl
  -11% | i | -14% | -56% | ? | 7% | ? | -101* | -2%
> CCOC(=O)NC1(C(F)(F)F)C(=O)NC(C)=C1C#N (stereo not given)
  6% | i | -1% | 4% | 5% | -4% | 14% | 0 | -7%
> CCOC(=O)c1nn(-c2ccccc2)c(=O)cc1SC(C)CC (stereo not given)
  14% | i | 8% | 6% | 30% | 4% | -3% | 15 | 0%
> CC(=O)c1cc2c(cc1NS(=O)(=O)c1ccc(F)cc1)OCO2
  -2% | i | -29% | -8% | -6% | -4% | -3% | -12 | -6%
> COc1ccc(/C=C/C(=O)Nc2cc(C)on2)cc1
  4% | i | 15% | 0% | -14% | -6% | 3% | 8 | 1%
> C[C@H](CO)N1C[C@H](C)[C@@H](CN(C)Cc2ccc3c(c2)OCO3)Oc2ccc(NC(=O)Cn3cnnn3)cc2C1=O
  14% | i | 3% | 7% | -8% | -24% | 11% | 12 | -26%[9.22 µM]
> Cc1ccc(CC(=S)N2CCOCC2)cc1
  16% | i | 15% | -1% | 4% | -6% | 23% | 17 | -11%
> C=C(C)COc1ccc(-c2n[nH]c(C)c2-c2ccc(OC)c(OC)c2)c(O)c1
  4.1µM* | i | -15% | -49% | 6.5µM* | ? | 1.5µM* | 4 | 25%
> Cc1cccc(C(=O)O/N=C(\N)c2ccccn2)c1
  ? | i | ? | -27% | -19% | 0% | ? | 26 | -20%
> Cc1cc(C)cc(NC(=O)N2CCc3ccccc3C2)c1
  -6% | i | 59%[activator] | -2% | 0% | 7% | 4% | ? | -3%
> COc1ccc(/C=N/Nc2ccccn2)cc1O
  -12% | i | 64%[activator] | -12% | 7% | -3% | -16% | -9 | -6%
> CC(C)C(=O)N(Cc1ccccc1)c1ccccn1
  -16% | i | 2% | -15% | 0% | 0% | 1%[9.24 µM] | ? | -37%[inhibitor]

# 3 compounds from above, arranged by their value in IL-1B inflam inh, low to high.
canonical_smiles	IL-1B inflam inh
O=C1C(Cl)=C(NCC2CCCO2)C(=O)N1CCc1ccccc1 (stereo not given)	-6
O=C(Cn1nnc2ccccc2c1=O)NC1CCCCC1	22
Cc1cc(C)n2nc(SCC(=O)N/N=C/c3ccc(F)cc3)nc2n1	40
